CHX counter: Cycloheximide Counterscreen for Small Molecule Inhibitors of Shiga Toxin. cell reporter, cycloheximide protein synthesis inhibition counterscreen. 300,000 compounds, 12% hits. max response, %. AID 2314, 2010; in the data active means max response mostly above about 13%, no sharp cut-off; inactive means mostly below about 14%; further: read at 38.3 µM for the half of the compounds with a filed dose; 0% is about no effect
Shiga inhibitor: A qHTS for Small Molecule Inhibitors of Shiga Toxin; Vero cells, Shiga toxin protein synthesis inhibition reporter; inhibition, % at 38.7 µM; 290,000 compounds, 9.2% hits; in the data active means inhibition mostly above about 28%, no sharp cut-off; inactive means mostly below about 43%; further: 0% is about no effect
AmpC no deterg: qHTS Inhibitors of AmpC Beta-Lactamase (assay without detergent). P00811. AmpC nitrocefin hydrolysis, absorbance 480 nm, 0.0001% Triton. Potency, µM (highest dose often 57.1 µM), inactives show at the highest dose activity change, negative = inhibition, hits mostly inhibitors. 330,000 compounds, 0.52% hits. AID 485341, 2010;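 further: potency means the concentration at half of the fitted maximal effect; plate controls were no compound for no effect and no enzyme for full effect; nearly all actives have a fitted effect of over 20% in size; some results filed as inactive show a strong effect at the top dose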
Target sequence (P00811 whole entry, looked up): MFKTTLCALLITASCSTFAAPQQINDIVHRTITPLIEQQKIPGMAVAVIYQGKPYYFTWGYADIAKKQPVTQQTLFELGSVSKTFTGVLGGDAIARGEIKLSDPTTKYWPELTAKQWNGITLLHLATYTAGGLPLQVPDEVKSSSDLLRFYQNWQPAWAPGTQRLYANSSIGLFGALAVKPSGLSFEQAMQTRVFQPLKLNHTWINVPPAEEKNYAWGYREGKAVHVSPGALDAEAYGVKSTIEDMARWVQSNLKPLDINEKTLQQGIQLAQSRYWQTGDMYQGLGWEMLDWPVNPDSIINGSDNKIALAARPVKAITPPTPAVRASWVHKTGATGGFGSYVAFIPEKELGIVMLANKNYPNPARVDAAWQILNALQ
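AmpC (5.3 nM in the dispensed reagent) in 20 mM phosphate pH 7.0 with 0.01% (detergent screen) or 0.0001% Triton X-100 was preincubated with compounds for 15 min at room temperature. Nitrocefin was then added from an 800 uM solution, and hydrolysis was followed at 480 nm.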
Tb PYK inh: qHTS of Trypanosoma Brucei Inhibitors | pyruvate kinase (Trypanosoma brucei), Q57TT1 | TbPYK enzyme, Kinase-Glo Plus ATP luminescence, 45 min | Potency, µM (series often up to 76.8 µM), without a hit: at the highest dose activity, negative = inhibition, actives largely listed as inhibitors | 410,000 compounds, 0.12% hits | AID 624173, 2012; further: potency means the concentration at half of the fitted maximal effect; on the % scale 0 is the no-effect control and ±100 the full control effect; nearly all actives have a fitted effect of over 50% in size
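T. brucei PYK with substrate was exposed to pin-transferred compounds across a concentration series, then started with 130 uM ADP (final). After 45 min at room temperature, Kinase-Glo Plus luminescence was read, normalized and curve-fitted.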
Pf growth 48h: Primary qHTS for delayed death inhibitors of the malarial parasite plastid, 48 hour incubation. P. falciparum luciferase growth in erythrocytes, 48 h. Potency, µM (highest dose often 28.7 µM), inactives show at the top dose activity change, negative = inhibition, most hits filed as inhibitors. 310,000 compounds, 5.9% hits. AID 504832, 2011; further: potency means the concentration at half of the fitted maximal effect; on the % scale 0 is the no-effect control and ±100 the full control effect
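Read-out is firefly luciferase luminescence from an integrated reporter in P. falciparum, so falling signal marks reduced parasite growth. Infected erythrocytes were at 2% hematocrit and 0.1% parasitemia (final) in Albumax-supplemented RPMI 1640.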
Pf growth 96h: Primary qHTS for delayed death inhibitors of the malarial parasite plastid, 96 hour incubation; P. falciparum luciferase reporter growth, 96 h; Potency, µM (titrated, usually from 28.7 µM), without a hit: at the top dose activity change, negative = inhibition, usual class: inhibitors; 320,000 compounds, 6.9% hits; AID 504834, 2011; further: potency means the concentration at half of the fitted maximal effect; on the % scale 0 is the no-effect control and ±100 the full control effect
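96 h incubation, 37 C, 5% CO2, of luciferase-reporter P. falciparum-infected RBCs (2% hematocrit, 0.05% parasitemia final) with test compounds; endpoint luminescence.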
LmPK inh: qHTS Assay for Inhibitors of Leishmania Mexicana Pyruvate Kinase (LmPK); Q27686; Potency, µM (highest dose often 57.5 µM), for inactives: top-dose activity change, negative = inhibition, actives largely listed as inhibitors; 290,000 compounds, 0.37% hits; purified LmPK, Kinase-Glo ATP luminescence, 1 h; further: potency means the concentration at half of the fitted maximal effect; on the % scale 0 is the no-effect control and ±100 the full control effect
Target sequence (Q27686 whole entry, looked up): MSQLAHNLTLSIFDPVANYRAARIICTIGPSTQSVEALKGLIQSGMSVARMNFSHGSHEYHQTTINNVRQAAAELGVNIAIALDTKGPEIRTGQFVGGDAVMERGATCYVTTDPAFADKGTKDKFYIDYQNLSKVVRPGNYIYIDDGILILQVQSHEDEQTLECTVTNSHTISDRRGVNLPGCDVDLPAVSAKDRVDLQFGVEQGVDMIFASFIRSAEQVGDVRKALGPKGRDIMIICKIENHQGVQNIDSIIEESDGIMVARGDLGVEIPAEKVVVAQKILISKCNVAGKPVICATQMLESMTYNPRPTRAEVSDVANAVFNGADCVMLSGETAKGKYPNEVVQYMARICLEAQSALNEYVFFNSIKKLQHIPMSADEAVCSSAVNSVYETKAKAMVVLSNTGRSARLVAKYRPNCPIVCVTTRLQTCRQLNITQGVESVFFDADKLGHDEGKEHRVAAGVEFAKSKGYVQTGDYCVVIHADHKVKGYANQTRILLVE
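Pyruvate kinase activity monitored as ATP production (luciferase luminescence). Conditions: 0.1 nM enzyme, 0.5 mM PEP, 0.1 mM ADP, 1 h, RT; normalized against uninhibited and no-enzyme wells.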
* = called active by the depositor; ? = inconclusive; . = not tested or not shown; & = joins results of further samples; [ ] = another dose, or the depositor's remark. Unless noted, the call rests on the fitted dose curve; in most records, active means well fitted curve in the direction sought with a large enough effect; inconclusive means small, poorly fitted or top-dose-only effect, or another doubt; inactive means no such curve, though single readings can be large; an effect the other way counts as inactive or inconclusive.

Molecule,LmPK inh,Pf growth 96h,Tb PYK inh,CHX counter,Shiga inhibitor,AmpC no deterg,Pf growth 48h
COc1ccc(OC)c2c(C)cc(N3CCCCCC3)nc12,4%,?,6%,-3,-2,1%,-15%
O=C1C2C3c4ccccc4C(c4ccccc43)C2C(=O)N1c1cccc2cccnc12 (stereo not drawn),-2%,105%[activator],4%,-2,-14,46%,?
COC(=O)c1nn(-c2ccc(C)cc2)c2nnc(Cc3ccccc3)c(=O)n12,2%,30%,1%,10,-2,-14%,22%
CC(C)CCOc1ccc(C2CC(=O)N(C)C2=O)cc1 (stereo not drawn),-2%,2%,0%,21*,33,-1%,-3%
CN1CCN(C(=O)c2ccc3c(c2)NC(=O)C(N2CCOCC2)S3)CC1 (stereo not drawn),5%,0%,-5%,2,-4,-8%,0%
O=C(O)CNc1nc(-c2ccccc2)c2cc([N+](=O)[O-])ccc2n1,-1%,15%,-6%,1,-2,-22%,6%
CCCOc1ccc(C2/C(=C(\O)c3c(C)[nH]c(C(=O)OC)c3C)C(=O)C(=O)N2CCN(C)C)cc1 (stereo not drawn),10%,?,-8%,-4,6,-4%,-11%
O=S(=O)(c1cc(F)ccc1F)N1CCC2(CC1)OCCN2S(=O)(=O)c1ccccc1,.,-24%,-1%,.,.,-27%,-12%
Nc1[nH]nc2nc3ccccc3cc12,-2%,-9%,-1%,15,16,-12%,47%[activator]
CCOC(=O)CC(=O)CSc1nnc(Cn2c(=O)sc3ccccc32)n1C,-3%,108%[activator],-5%,-3,-17,-19%,-13%

Molecule,LmPK inh,Pf growth 96h,Tb PYK inh,CHX counter,Shiga inhibitor,AmpC no deterg,Pf growth 48h
CC(Sc1nnc(-c2ccco2)n1C)C(=O)NC1CCCC1 (stereo not drawn),.,-6%,-10%,.,.,-22%,-29%
Cc1ccc(OCC(=O)Nc2nc(-c3ccccn3)cs2)c(C)c1,.,?,2%,.,.,-30%,-18%
CC1CCN(c2oc(-c3ccc(F)cc3)nc2C#N)CC1,1%,24%,-3%,41*,62*,-4%,51%[activator]
Cc1cccc(N2CCN(C(=O)COc3cc4oc(=O)cc(C)c4cc3Cl)CC2)c1C,-2%,25%,-2%,2,-9,-13%,6%
Cc1cc(S(=O)(=O)NCC(C)C)ccc1OCC(=O)NCC1CCCO1 (stereo not drawn),-4%,?,-12%,-4,4,-7%,12%
O=C1CN(c2ccc(Cl)cc2)C2(CCCCC2)S1,6%,-25%,16%,-5,-3,-35%,-7%
Cc1noc(C)c1-c1ccc2ncnc(NCc3cccc(-c4ccccc4)c3)c2c1,.,3.7µM*,.,10,4,-23%,?
COc1cc(OC)cc(C(=O)Nc2ccccc2C(=O)NC2CC2)c1,.,-47%,-5%,.,.,-22%,?
Cc1ccc(C)c(N(C)C(=O)c2coc(=O)c3ccccc23)c1,1%,194%[activator],-3%,-3,-8,-8%,3%
NC(CC(=O)O)c1ccc(Br)cc1 (stereo not drawn),3%,9.3µM*,1%,-4,-9,-9%,3%

Molecule,LmPK inh,Pf growth 96h,Tb PYK inh,CHX counter,Shiga inhibitor,AmpC no deterg,Pf growth 48h
Cc1noc(C)c1CSc1nnc(-c2ccccc2F)n1CCc1ccccc1,0%,?,?,-2,-10,36%,?
Cc1ccccc1N1CC(C(=O)N2CCc3ccccc32)CC1=O (stereo not drawn),.,?,-1%,.,.,6%,18%
COc1ccccc1C(=O)Nc1ccnn1C1CCN(C(=O)c2ccoc2C)CC1,-3%,?,-1%,15*,13,16%,15%
COc1cccc(NC(=O)CSc2nc3ccccc3nc2N2CCCC2)c1,-4%,1%,-3%,37*,57*,-18%,?
COc1ccc(S(=O)(=O)Nc2cc(C(=O)NCCCOC(C)C)ccc2N2CCOCC2)cc1,9%,?,1%,-6,14,71%[activator],1%
Cc1cccc(C)c1OCCNC(=O)C(=O)NCc1ccco1,4%,?,-6%,-1,-3,-8%,12%
Cc1ccc(CNC(=O)CCC2CCCN(Cc3cccc4ncccc34)C2)o1 (stereo not drawn),5%,-22%,1%,11*,24,-26%,?
CCOc1cc(NC(=S)NCCCN2CCOCC2)c(OCC)cc1NC(=O)C(C)C,1%,-20%,-5%,-1,7,-15%,14%
CSc1nc(C)nc(N/C=C(\C#N)S(=O)(=O)c2ccccc2Cl)n1,6%,-6%,1%,-2,-8,-26%,33%[activator]
CCN1C(=O)c2ccccc2S(=O)c2ccc(C(=O)NCCCN3CCCC3=O)cc21 (stereo not drawn),-1%,-7%,0%,-2,-3,-20%,-10%

Complete entries as entered above.
Results for Cc1cccc(C)c1OCCNC(=O)C(=O)NCc1ccco1 → LmPK inh: 4%; Pf growth 96h: ?; Tb PYK inh: -6%; CHX counter: -1; Shiga inhibitor: -3; AmpC no deterg: -8%; Pf growth 48h: 12%
Results for Cc1noc(C)c1CSc1nnc(-c2ccccc2F)n1CCc1ccccc1 → LmPK inh: 0%; Pf growth 96h: ?; Tb PYK inh: ?; CHX counter: -2; Shiga inhibitor: -10; AmpC no deterg: 36%; Pf growth 48h: ?

(next part)
Molecule,LmPK inh,Pf growth 96h,Tb PYK inh,CHX counter,Shiga inhibitor,AmpC no deterg,Pf growth 48h
Cc1ccc(-n2nnnc2SCC(=O)Nc2sccc2C#N)cc1,-1%,26%,0%,-2,20,-35%,-2%
Cc1cccc(NC(=O)Nc2nnc(N3CCCCC3C)s2)c1C (stereo not drawn),5%,2.1µM*,1%,-5,-12,-15%,.
O=C(C[n+]1ccccc1)Nc1c(Cl)cc(Cl)cc1Cl,-3%,0%,0%,6,30,-45%,38%[activator]
Cc1ccc(-c2nn(-c3cccc(F)c3)cc2CN(Cc2nccn2C)C(C)C)o1,3%,10%,-7%,-2,2,139%[activator],?
CC1(C)CC(=O)C=C(NC2CCCC(O)C2)C1 (stereo not drawn),.,81%[activator],3%,.,.,16%,?
Cc1cc(C)c2c(n1)sc1c(-c3ccccc3)c(C#N)c(N)nc12,1%,2%,?,-3,21,-26%,5%
CCCCOc1ccc(/C(O)=C2/C(=O)C(=O)N(Cc3cccnc3)C2c2ccncc2)c(C)c1 (stereo not drawn),2%,15%,-4%,-1,-4,-25%,-18%
NC(=O)c1nnn(-c2cccc(C(F)(F)F)c2)c1-c1ccccc1,2%,13%,5%,5,-11,17%,16%
CCC1(c2ccc(Cl)cc2)NC(=O)N(Cc2ccc(C(=O)OC)cc2)C1=O (stereo not drawn),-2%,?,1%,10,-8,-10%,?
COc1ccc(OCC(=O)Nc2cc(OC)cc(OC)c2)cc1,4%,38%[activator],1%,-2,-11,-23%,.

Some of the entries so far, as labelled records:
> O=C(C[n+]1ccccc1)Nc1c(Cl)cc(Cl)cc1Cl
- LmPK inh = -3%
- Pf growth 96h = 0%
- Tb PYK inh = 0%
- CHX counter = 6
- Shiga inhibitor = 30
- AmpC no deterg = -45%
- Pf growth 48h = 38%[activator]
> Cc1ccc(-c2nn(-c3cccc(F)c3)cc2CN(Cc2nccn2C)C(C)C)o1
- LmPK inh = 3%
- Pf growth 96h = 10%
- Tb PYK inh = -7%
- CHX counter = -2
- Shiga inhibitor = 2
- AmpC no deterg = 139%[activator]
- Pf growth 48h = ?

Continuation:
Molecule,LmPK inh,Pf growth 96h,Tb PYK inh,CHX counter,Shiga inhibitor,AmpC no deterg,Pf growth 48h
O=C(/C=C\Nc1ccc(S(=O)(=O)Nc2ncccn2)cc1)c1cccc2ccccc12,8%,1%,5%,-2,28,-35%,6%
C=CCn1c(CNC(=O)c2cccs2)nnc1SCC(=O)c1ccc(Br)cc1,2%,?,-15%,-4,-6,-1%,-12%
O=C(Cn1nnc2c(cnn2-c2ccccc2)c1=O)NCc1cccs1,0%,.,3%,8,45,-4%,1%
Cc1ccc(NC(=O)c2cc(S(=O)(=O)NCCC3=CCCCC3)ccc2F)cc1F,5%,?,1%&-6%,-1,-6,-14%,?
CCCn1c(CCNC(=O)c2cccs2)nc2ccccc21,-1%,-22%,1%,0,17,-13%,3%
Cc1occc1-c1nnc(SCC(=O)Nc2nc(-c3ccccc3)cs2)o1,3%,31%[activator],1%,-2,-5,3%,.
Cc1cc(C(=O)CSc2ncccn2)c(C)n1Cc1ccco1,0%,34%[activator],3%,46*,79*,-16%,343%[activator]
O=C(CS(=O)CC(=O)N(c1cccc(F)c1)C(C(=O)NC1CCCCC1)c1ccco1)Nc1ccc(F)cc1 (stereo not drawn),-2%,?,0%,-5,14,20%,?
COc1cc(C(=O)Nn2c(C)nc3ccccc3c2=O)cc(OC)c1OC,0%,0%,-1%,3,-18,-8%,28%
O=C(COn1nnc2ccc(Cl)cc21)NC1CCS(=O)(=O)C1 (stereo not drawn),.,-12%,-11%,.,.,-5%,-2%

Molecule,LmPK inh,Pf growth 96h,Tb PYK inh,CHX counter,Shiga inhibitor,AmpC no deterg,Pf growth 48h
CCC(C)(C)n1nnnc1C(C(C)C)N(Cc1ccco1)Cc1cc2cc3c(cc2[nH]c1=O)OCO3 (stereo not drawn),-1%,?,-3%,-1,-14,-10%,?
CCCc1[nH]nc2c1C(c1ccc(O)c(OC)c1)C(C#N)=C(N)O2 (stereo not drawn),-1%,?,1%,-4,-2,-44%,7%
COc1ncnc2c1oc1nc(CC(C)C)c3c(c12)CCCC3,-1%,31%[activator],1%,-3,-11,-12%,11%
O=C1OC(Nc2ccc(F)c([N+](=O)[O-])c2)c2ccccc21 (stereo not drawn),1%,20%,0%,2,21,-7%,11%
O=C(NCc1ccccn1)c1cccc(NS(=O)(=O)c2cccc(F)c2)c1,1%,-8%,1%,-4,12,-30%,15%
Cc1cccc(C2=N/C(=C\c3cccnc3)C(=O)O2)c1,7%,22%,3%,1,-3,-30%,9%
CCOc1cc(CN2CCN(CCc3ccccc3)C(CCO)C2)ccc1OC (stereo not drawn),1%,-18%,2%,-3,-1,5%,?
CCOC(=O)c1ccc(COc2nc3ccccc3nc2-c2ccccc2NC(C)=O)o1,-1%,-13%[5.75 µM],7%,3,-9,-28%,3%
CCOc1ccc(S(=O)(=O)NCCC(=O)N2CC(C)CC(C)C2)cc1 (stereo not drawn),.,7%,-1%,.,.,6%,-28%
COCCNC(=O)C(c1ccccc1C)N(CCOC)C(=O)Cn1nnc2ccccc21 (stereo not drawn),1%,.,0%,-3,-6,0%,0%
O=C(CSc1n[nH]c(-c2ccncc2)n1)Nc1ccccc1C(F)(F)F,-1%,6%,-4%,-3,-5,-18%,8%
O=C(Nn1c(-c2ccc(F)cc2)nc2ccccc2c1=O)C1CCCCC1,-2%,11%,-4%,-2,-11,-9%,.
